Screening data from PubChem BioAssay.
M4 antag: blocks acetylcholine activation of human M4 receptor | P08173 | CHO-hM4 cells, ACh EC80, Fluo-8 calcium fluorescence | inhibition, % at 3 µM | 360,000 tested, 0.73% active;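 active = inhibition above its plate's cutoff, the mean inhibition of sample wells plus 3 SD, cut at about 27% in these data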;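 also: 0% = acetylcholine EC80 with DMSO and 100% = DMSO without agonist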
CHRM5 PAM: CHRM5 positive allosteric modulation; P08912; CHO-K1 hM5, Fluo-8 calcium, ACh EC20 PAM; 0% = ACh EC20, 100% = ACh EC100; AID 624038; activation, % at 3 µM; 360,000 tested, 0.3% active;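 active = activation above the run cutoff, the mean activation of all test compounds plus 3 SD, cut at about 18% in these data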
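System: CHO-K1 hM5 cells. Reagent: acetylcholine, EC20 level. Compound dosing: single dose, 3 µM nominal final test concentration. Timing: Post-acetylcholine fluorescence recording 140 s. Detection: Fluo-8 calcium fluorescence. Read-out: % activation, ACh-normalized. Benchmarks: ACh EC20 and EC100 wells. Repeats: singlicate, one well per test compound.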
CHRM5 agonist: CHRM5 agonism in calcium assay | P08912 | CHO-K1 hM5 cells, Fluo-8 calcium fluorescence; 0% DMSO wells, 100% maximal acetylcholine response | activation, % at 3 µM | 360,000 tested, 0.19% active;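 active = activation above the run's mean over test compounds plus 3 SD, cut at about 23% in these data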;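 also: signal is peak over basal fluorescence ratio across the kinetic read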
CRFR2-BP antag: blocks CRF-induced signaling of the CRF-BP/CRF-R2 complex | HEK293 CRF-R2/CRF-BP, CRF-induced calcium fluorescence | inhibition, % at 11.8 µM | 350,000 tested, 0.59% active;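 active = inhibition of the ligand-induced calcium signal above about 50% at the single tested concentration, limit read from the data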
M4 ag: CHRM4 agonism in calcium assay; CHO-K1 hM4/Gqi5, Fluo-8 calcium fluorescence; vehicle 0%, full acetylcholine response 100%; 360,000 tested, 0.14% active; activation, % at 3 µM; AID 624127; P08173;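 active = activation above the run mean over all test wells plus 3 SD, cut at about 32% in these data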;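 also: peak over basal fluorescence ratio per well then scaled between controls; 0% = DMSO wells and 100% = acetylcholine at EC100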
CRFBP-R2 agonist: agonists of human CRF-binding protein/CRF-R2 receptor complex. activation, % at 13.2 µM. 350,000 tested, 0.46% active. HEK293 CRF-R2/CRF-BP, calcium dye fluorescence (FLIPR); percent of saturating CRF peptide response;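 active = activation of at least 50%, plus an integration ratio under a set limit after plate pattern correction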;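 also: plate controls were neutral control wells without compound for no effect and CRF at EC100 for full effect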
IDE inh: inhibitors of human insulin-degrading enzyme in cells. P14735. HEK cells, FAbetaB cleavage, fluorescence polarization. inhibition, % at 5.59 µM. 320,000 tested, 0.41% active. AID 434962;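 active = percent inhibition above the average of all tested compounds plus 3 SD, set per screening campaign, cut at about 16% in these data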;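 also: IDE supplied by intact live HEK cells; FP after avidin binding of uncleaved biotin substrate so inhibition keeps polarization high; 0% = DMSO wells and 100% = 60 µM reference IDE inhibitor Ii1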
Target sequence (P14735 whole entry, looked up): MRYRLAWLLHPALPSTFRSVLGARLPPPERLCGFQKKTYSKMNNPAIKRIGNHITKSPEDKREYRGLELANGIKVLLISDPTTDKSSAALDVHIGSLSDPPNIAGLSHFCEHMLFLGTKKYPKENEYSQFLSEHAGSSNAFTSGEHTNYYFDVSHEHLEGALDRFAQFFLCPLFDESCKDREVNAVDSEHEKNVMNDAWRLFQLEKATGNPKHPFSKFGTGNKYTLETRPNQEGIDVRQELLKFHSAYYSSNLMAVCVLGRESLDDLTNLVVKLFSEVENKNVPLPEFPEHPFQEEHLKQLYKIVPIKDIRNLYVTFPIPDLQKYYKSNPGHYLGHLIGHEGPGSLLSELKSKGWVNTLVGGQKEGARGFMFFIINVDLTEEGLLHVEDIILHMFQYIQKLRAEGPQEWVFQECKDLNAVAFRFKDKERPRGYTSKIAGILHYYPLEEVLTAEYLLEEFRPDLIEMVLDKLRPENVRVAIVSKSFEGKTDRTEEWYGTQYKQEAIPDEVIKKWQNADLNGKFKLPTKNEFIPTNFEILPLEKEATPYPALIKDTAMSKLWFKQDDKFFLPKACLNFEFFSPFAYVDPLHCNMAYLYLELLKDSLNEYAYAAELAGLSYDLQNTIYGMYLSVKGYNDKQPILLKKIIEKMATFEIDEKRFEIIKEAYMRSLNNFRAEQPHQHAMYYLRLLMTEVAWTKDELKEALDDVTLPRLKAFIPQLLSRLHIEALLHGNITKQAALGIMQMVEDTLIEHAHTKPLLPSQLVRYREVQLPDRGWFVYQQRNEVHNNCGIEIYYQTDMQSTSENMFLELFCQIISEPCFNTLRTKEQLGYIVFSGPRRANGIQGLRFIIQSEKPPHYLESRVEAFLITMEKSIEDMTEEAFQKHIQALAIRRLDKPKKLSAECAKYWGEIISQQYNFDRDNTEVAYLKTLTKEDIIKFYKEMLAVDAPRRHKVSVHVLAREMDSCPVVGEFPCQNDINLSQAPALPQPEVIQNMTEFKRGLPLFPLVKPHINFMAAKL
CHRM5 antagonist: antagonists of human muscarinic M5 receptor (CHRM5) | P08912 | CHO-hM5 cells, Fluo-8 calcium fluorescence, ACh EC80 | inhibition, % at 3 µM | 360,000 tested, 0.59% active;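 active = inhibition above a per-plate cutoff, the mean of that plate's test compounds plus 3 SD, cut at about 27% in these data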;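 also: 0% = acetylcholine EC80 with DMSO and 100% = DMSO without agonist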
CHRM4 PAM: positive allosteric modulators of human muscarinic M4 receptor; CHO-K1 hM4/Gqi5, Fluo-8 calcium fluorescence, ACh EC20; 0% = ACh EC20, 100% = maximal ACh; 360,000 tested, 0.4% active; P08173; activation, % at 3 µM; AID 624126;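 active = activation above its plate's cutoff, the mean activation of sample wells plus 3 SD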; also: some results filed as inactive read as strong as hits
* hit, by the source's call; . = no result given.

Start of the listing, in advance (two entries):
Each structure is followed by: M4 antag, CHRM5 PAM, CHRM5 agonist, CRFR2-BP antag, M4 ag, CRFBP-R2 agonist, IDE inh, CHRM5 antagonist, CHRM4 PAM
CCOc1nc(Nc2ccc(Cl)cc2)nc(OCC)n1
  -4, 2, -7, -14, -3, 1.2, 4, 0, -1
CC(=O)NNc1nc(-c2ccccc2)c2cc(Cl)ccc2n1
  0, -1, 0, -28, 0, 8.1, ., -4, 2

This part in full, previewed entries included:
Each structure is followed by: M4 antag, CHRM5 PAM, CHRM5 agonist, CRFR2-BP antag, M4 ag, CRFBP-R2 agonist, IDE inh, CHRM5 antagonist, CHRM4 PAM
CCOc1nc(Nc2ccc(Cl)cc2)nc(OCC)n1
  -4, 2, -7, -14, -3, 1.2, 4, 0, -1
CC(=O)NNc1nc(-c2ccccc2)c2cc(Cl)ccc2n1
  0, -1, 0, -28, 0, 8.1, ., -4, 2
NC1=NC(=O)/C(=C/c2ccccc2OS(=O)(=O)c2ccccc2)S1
  5, 3, 1, 5, 1, -0.7, 9, -1, 2
CC/C(=N\NC(=O)CSCc1ccccc1Br)c1ccc2c(c1)OCCO2
  -3, -18, -13, 4, 4, 1.2, -3, 7, -2
CCc1nc2ccc(C(=O)NCc3ccccc3OC)cn2c1N(CC)CCOC
  4, 2, 0, ., 1, ., ., 0, -4
Cc1cc(C(=O)COC(=O)c2ccc[nH]c2=O)c(C)n1-c1ccc(Br)cc1
  -4, -4, -2, 20, 0, -2.0, 1, 1, 10
Cn1c(=O)n(C)c2cc(S(=O)(=O)O)ccc21
  -14, -2, -5, 13, 1, 4.0, 2, 0, 9
CCN1CCN(Cc2ccc(NC(=O)c3ccc(C)c(NC(=O)c4csc(-c5ccncc5)n4)c3)cc2C(F)(F)F)CC1
  -10, -4, -1, 3, 10, 2.4, -5, 7, -3
CCc1ccc(NC(=O)CCCN2C(=S)NC(C)(C)CC2C)cc1 (stereo not given)
  13, 3, -3, -9, 0, -2.4, -10, 7, -8
CCCCNC(=O)c1c(CSc2ccccc2)noc1C(=O)NCc1ccccc1
  -3, 4, 2, -1, 2, 1.6, 0, 5, 10
CC(C)C(C)(C#N)NC(=O)CSc1nnc(-c2ccncc2)n1Cc1ccccc1 (stereo not given)
  -8, 2, -1, -13, 1, 4.2, 1, -5, 6
Cc1ccc(NC(=O)CSc2nnc(-c3cccnc3)s2)cc1
  8, -2, -2, 9, 1, -0.4, 5, 2, 10
Cc1onc(-c2ccccc2)c1C(=O)N/N=C/c1cc2c(cc1Br)OCO2
  -11, -17, -6, -26, 2, -0.1, 8, 11, -3
C[C@H]1Cn2cnc(C(=O)N[C@H](C)c3ccccc3)c2C(=O)N1
  -10, -2, 1, -10, 1, -1.1, ., 1, -1
COC(=O)[C@@]12C[C@@H](CC(=O)NCc3ccccc3)C(=O)N(Cc3cccc4ccccc34)C1=CCC(C)(C)C2
  -3, -2, -3, ., 3, ., ., -4, 4
O=C(NCc1n[nH]c(=S)n1-c1ccccc1)c1cccs1
  7, -3, -2, -7, 0, 0.2, 3, -9, -4
CN(C)CCNC(=O)C(=O)Nc1cc2c3c(c1)CCN3C(=O)CC2
  10, -10, -5, 6, 0, -1.6, -3, 12, -4
C=CCNC(=S)Nc1cccc(N)c1
  -10, 9, 1, -7, 0, 3.9, 2, 5, 11
O=C1NC2(CCCc3ccccc32)C(=O)N1CCOc1ccc(Br)cc1 (stereo not given)
  -1, -5, -13, -24, 5, 3.1, -3, -1, -1
CCOc1ccccc1NC(=O)CN(c1ccc(C)cc1)S(=O)(=O)c1c(C)noc1C
  -2, -15, -14, -26, 0, 0.4, 5, -2, -4
Cc1ccc(C(=O)O/N=C(\N)c2nonc2N)cc1
  -7, 0, -2, 20, -1, -1.3, 3, -2, 1
CN(C(=O)c1ccccc1C(=O)OCC(=O)c1ccccc1)c1ccccc1
  0, 3, -1, 2, 3, 0.3, -1, -2, -2
CC12CCC(C(=O)NCc3ccccc3Cl)(OC1=O)C2(C)C (stereo not given)
  -6, 1, -3, -6, 1, 0.2, -1, 4, 3
Cn1nccc1NC(=O)Nc1ccccc1
  1, 6, -2, 2, 1, 3.1, -3, 3, 10
O=C(Nc1ccccc1)c1cccc(Cn2cc(C(F)(F)F)ccc2=O)c1
  -9, 6, 0, 6, 2, -1.4, -3, 0, 1
Cc1ccccc1-c1noc(CNC(=O)COc2ccccc2)n1
  0, -3, -5, 2, 2, -1.2, 1, 6, -2
CCOc1ccc(OCCC(=O)OCC(=O)NC2CCCCC2)cc1
  -6, 4, -2, 7, 1, -2.2, -4, -7, 1
Cc1cc(C(=O)N/N=C/C=C/c2ccc(Br)cc2)n[nH]1
  5, -5, 5, -19, 1, -0.2, -2, 4, -1
COc1cc(NS(=O)(=O)c2cccc3nsnc23)c(C(=O)O)cc1OC
  10, 3, 2, 4, 0, 2.4, ., -5, 14
CC1=C(C)CC(C(=O)NCC(=O)c2ccccc2)C(C(=O)O)C1 (stereo not given)
  -4, -3, 2, -8, 2, 0.6, 6, -1, 0
CCN(CC)C(=O)C1CCCN(C/C(C)=C/c2ccccc2)C1 (stereo not given)
  -9, 4, -6, 0, 2, -0.4, -5, -3, 8
O=C(Cn1c(=O)oc2cc(S(=O)(=O)N3CCCC3)ccc21)Nc1ccc(C(F)(F)F)cc1
  8, 3, 6, -2, 2, 0.6, 3, -3, 1
O=C(NNC(=S)Nc1ccc(Br)cc1Cl)c1ccncc1
  2, -2, 4, -12, 0, -2.4, 4, 7, 1
COc1cccc(C2CC(c3cccs3)=NN2C(=S)Nc2ccccc2)c1OC (stereo not given)
  -11, -9, -3, 81*, -1, 2.7, 6, 4, -7
Cn1cccc1/C=C1\SC(=Nc2ccccc2)NC1=O
  7, -5, 4, -8, 13, 0.2, -3, 3, -6
COc1ccc(-c2nn(-c3ccccc3)cc2/C=N/Nc2ccccn2)cc1OC
  2, -14, 1, -37, 10, 4.2, 10, 16, -11
CC(C)C(=O)NC(=S)Nc1ccc(S(=O)(=O)N(C)Cc2ccccc2)cc1
  0, -11, -5, 6, 12, 2.9, -1, 3, -14
CNC(=O)c1[nH]cnc1C(=O)Nc1ccc(F)cc1
  -6, 5, -2, 19, 1, 6.9, -1, -8, 2
CC(C)COC(=O)N1CCCCC1c1cc(C(=O)N2CCOCC2)no1 (stereo not given)
  -6, -3, -1, ., 2, ., ., -2, -5
Cc1cc(N2C(=O)CCC2=O)n(-c2ccccc2)n1
  3, -4, -1, 8, 0, -3.8, -5, 2, -1
COC(=O)c1cccc(S(=O)(=O)N(Cc2ccco2)Cc2cc3ccc(OC)cc3[nH]c2=O)c1
  -16, -11, 2, -27, 20, 0.5, -1, 1, -1
COc1ccc(-c2cccc(C(=O)NCC(=O)O)c2)cc1
  -9, -2, -2, 2, 1, -0.7, -2, -5, 1
COCCNC(=O)C1=NOC(Cn2cc(C#N)c(=O)n(C)c2=O)C1 (stereo not given)
  -8, 13, 3, -1, 1, -0.5, 6, 6, -1
CC(=O)NC(CC(=O)OCC(=O)N1c2ccccc2NC(=O)C1(C)C)c1ccccc1 (stereo not given)
  -2, -3, 0, -1, 1, -0.1, -3, 6, 4
CCC(=O)N1CCc2cc(S(=O)(=O)CCC(=O)Nc3ccc(C(C)=O)cc3)ccc21
  0, 4, -4, 1, 1, -3.6, 5, -2, 0
COc1ccc(C2=NOC(C(=O)NC3CCCCC3)C2)cc1OC (stereo not given)
  0, -3, 2, 42, 1, -1.5, -5, 6, 4
COc1ccc(S(=O)(=O)NCCC(=O)NC2CCCCC2C)cc1[N+](=O)[O-] (stereo not given)
  0, -4, -1, 12, 2, -4.8, 0, 10, 1
CC(=O)N1CCN(S(=O)(=O)c2cccc(C(=O)Nc3ccc(C)cn3)c2)CC1
  -4, 3, -4, 2, 3, 0.4, 1, 11, 11
O=C1C=C(c2cnc3ccccc3c2)C[C@@H](c2ccc3c(c2)OCO3)C1
  -8, 0, -2, 5, 6, -3.3, -1, 7, 6
CCOc1ccc(N(CC(=O)N2CCOCC2)S(=O)(=O)c2ccc(Cl)cc2)cc1
  -8, -1, -2, -22, 1, -0.8, 0, 8, -3

Continuation.
Each structure is followed by: M4 antag, CHRM5 PAM, CHRM5 agonist, CRFR2-BP antag, M4 ag, CRFBP-R2 agonist, IDE inh, CHRM5 antagonist, CHRM4 PAM
O=C(CN1C(=O)NC2(CCCCC2)C1=O)Nc1ccc(F)cc1
  -6, 0, 2, 1, 2, -1.0, 11, 5, 3
COc1cccc(-c2ncc3ccccc3c2COC(=O)CCCC(=O)O)c1
  9, 9, 2, -9, 1, 2.9, 2, -3, -1
COCOCCn1cc(CN2CCS(=O)(=O)N(Cc3ccc(-c4ccc(OC)nc4)cc3)C(C(C)C)C2=O)nn1 (stereo not given)
  -11, -1, 0, 10, 5, -0.8, ., -8, 6
C[C@@H](C(=O)NCc1ccccn1)[C@@H]1C[C@@]1(C)[C@@H](NC(=O)OCc1ccccc1)c1ccccc1
  -1, 0, 2, -3, 4, -1.3, 1, 4, 2
COc1cccc(C(=O)COc2ccc3c(C)c(Cc4ccccc4)c(=O)oc3c2)c1
  -1, 2, 1, -7, 0, -0.4, 2, 0, 4
CCCOc1ccc(C2c3c(oc4ccccc4c3=O)C(=O)N2CCN(CC)CC)cc1OC (stereo not given)
  4, 1, -3, 13, 0, -3.1, -1, 2, -5
COc1ccccc1-c1ccc(=O)n(CC(=O)Nc2ccc(C(=O)N3CCCC3)cc2)n1
  -3, -1, 1, 10, -2, -4.3, 11, 7, 13
O=C(Nc1nc(OCCN2CCCC2=O)cnc1/C=C\c1ccccc1)c1cc2ccccc2s1
  2, -8, 0, ., 6, ., ., 8, -3
CCc1nnc(NC(=O)C2CCCN2S(=O)(=O)c2ccc(F)cc2)s1 (stereo not given)
  3, 4, -6, -5, 0, 0.6, 1, -6, -3
COc1ccccc1N1CCN(C(=O)c2oc3ccc(F)cc3c2C)CC1
  -3, -18, 0, -18, 15, 4.8, 0, 7, -22
